ROS inducer – inducers of reactive oxygen species in cancer cells; U2OS ROS induction, H2DCF-DA fluorescence; ROS induction (% of piperlongumine), % at 10 µM; hit rate 2% among 46,000; AID 624156; in the data active = ROS induction above about 79%, passing the limit was not always enough;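 also: 0% = DMSO vehicle median and 100% = reference compound median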
* marks the source's active call; other numbers are inactive results. These rows are one share of the data; rates above refer to the full screens.

A first look:
SMILES	ROS inducer
CC(C)c1ccc(NS(=O)(=O)Cc2ccccc2)cc1	-31
Cc1noc(C)c1NC(=O)Nc1ccc2c(c1)C(=O)N([C@H](C)CO)C[C@H](C)[C@H](CN(C)C(=O)NC(C)C)O2	-9
O=C(N=NC=C1C=CN(O)C=C1)c1ccccc1O	-9
CS(=O)(=O)N(CC(=O)Nc1cc(Cl)ccc1Cl)c1cccc([N+](=O)[O-])c1	4

Results, from the start:
SMILES	ROS inducer
CC(C)c1ccc(NS(=O)(=O)Cc2ccccc2)cc1	-31
Cc1noc(C)c1NC(=O)Nc1ccc2c(c1)C(=O)N([C@H](C)CO)C[C@H](C)[C@H](CN(C)C(=O)NC(C)C)O2	-9
O=C(N=NC=C1C=CN(O)C=C1)c1ccccc1O	-9
CS(=O)(=O)N(CC(=O)Nc1cc(Cl)ccc1Cl)c1cccc([N+](=O)[O-])c1	4
CS(=O)(=O)N(CC(=O)Nc1ccc2c(c1)OCCO2)Cc1ccccc1	-6
Cc1onc(-c2ccccc2Cl)c1C(=O)OC(c1ccccc1)C(F)(F)F (configuration not stated)	8
C[C@@H]1CN([C@@H](C)CO)C(=O)c2cccc(NC(=O)C3CCCCC3)c2O[C@H]1CN(C)Cc1ccncc1	18
COc1ccc(CCNC(=S)NC(=O)c2ccc(Cl)cc2Cl)cc1OC	-5
C[C@H]1CN([C@@H](C)CO)C(=O)CCCn2cc(nn2)CO[C@@H]1CN(C)Cc1cccnc1	5
C[C@@H]1CN([C@@H](C)CO)C(=O)c2cc(NC(=O)CCN3CCOCC3)ccc2O[C@H]1CN(C)Cc1ccc2c(c1)OCO2	-15
COc1ccc(N(C(C)C(=O)Nc2ccc(I)cc2)S(C)(=O)=O)cc1 (configuration not stated)	5
C[C@H](CO)N1C[C@H](C)[C@H](CN(C)C(=O)Nc2ccc3c(c2)OCO3)Oc2ccc(NC(=O)Cn3cnnn3)cc2C1=O	-2
C[C@H]1CN([C@@H](C)CO)C(=O)c2cc(NC(=O)C3CC3)ccc2O[C@@H]1CN(C)C	-2
C[C@@H]1CN([C@@H](C)CO)C(=O)c2cc(NC(=O)Cn3cnnn3)ccc2O[C@H]1CN(C)CC1CCCCC1	-4
C[C@@H]1CN([C@H](C)CO)C(=O)c2cc(NS(=O)(=O)c3ccc(Cl)cc3)ccc2O[C@@H]1CN(C)Cc1ccc(Cl)c(Cl)c1	5
C[C@H](CO)N1C[C@H](C)[C@H](CN(C)Cc2ccc(C(F)(F)F)cc2)Oc2ccc(NC(=O)Cc3ccccc3)cc2CC1=O	31
COc1ccc(NC(=O)Nc2ccc3c(c2)CC(=O)N([C@@H](C)CO)C[C@H](C)[C@@H](CN(C)C(=O)Nc2ccc(F)cc2)O3)cc1	18
CCOC(=O)CNc1n[nH]c(=O)[nH]c1=O	-21
Cc1ccc(S(=O)(=O)N(C)C[C@@H]2Oc3c(NC(=O)c4ccncc4)cccc3C(=O)N([C@@H](C)CO)C[C@@H]2C)cc1	-6
Cc1noc(C)c1NC(=O)N(C)C[C@H]1Oc2c(NC(=O)c3ccncc3)cccc2C(=O)N([C@H](C)CO)C[C@H]1C	-1
C[C@H](CO)N1C[C@H](C)[C@H](CN(C)Cc2ccc(C(=O)Nc3ccccc3N)cc2)Oc2c(NS(C)(=O)=O)cccc2C1=O	31
CCC(C(=O)NC1CCCC1)n1c(SCc2ccc(C)cc2)nc2ccncc21 (configuration not stated)	53
N#CC(C#N)=C(Nc1ccc(Br)cc1)SCc1ccc(F)cc1	9
COc1ccc(S(=O)(=O)Nc2ccc3c(c2)C(=O)N([C@@H](C)CO)C[C@@H](C)[C@H](CN(C)Cc2ccc(C(=O)O)cc2)O3)cc1	-6
C[C@H](CO)N1C[C@H](C)[C@H](CN(C)C(=O)Nc2ccc(C(C)(C)C)cc2)OCc2cn(nn2)CCCC1=O	3
COc1cc(CCC(O)CC(O)CCc2ccc(O)c(OC)c2)ccc1O (configuration not stated)	-4
COc1ccc(/C=N/NC(=O)c2cccc(C(=O)NO)c2)cc1Br	-6
COC(=O)c1ccc(S(=O)(=O)NCc2ccco2)o1	-17
O=C(CCSCc1ccc(Cl)cc1)N1CCN(c2ccccc2)CC1	28
CC(C)CCN=CC1=C(O)CC(c2ccccc2)CC1=O (configuration not stated)	6
CNCCC=C1c2ccccc2CCc2ccccc21	-10
O=C(Cn1c(SCc2cccc(C(F)(F)F)c2)nc2ccncc21)NCCC1=CCCCC1	-4
COc1cc(C(C)/C=C(/C)CC(=O)O)oc(=O)c1C (configuration not stated)	11
Cc1cc(C)n2nc(SC(C)C(=O)NCc3ccccc3Cl)nc2n1 (configuration not stated)	-13
COc1ccc(CN(C)C[C@H]2Oc3ccc(NC(=O)Nc4cccc5ccccc45)cc3C(=O)N([C@@H](C)CO)C[C@H]2C)cc1	2
CCOC(=O)CCSc1nc(C)c2ccccc2n1	-3
CCOC(=O)/C(C#N)=C1/CCCN1	-10
Cc1ccc(S(=O)(=O)Nc2ccc3c(c2)C(=O)N([C@@H](C)CO)C[C@H](C)[C@@H](CN(C)Cc2ccc4c(c2)OCO4)O3)cc1	-3
O=C1c2ccccc2-c2nn(C(=O)Cc3ccccc3)c3cccc1c23	-13
Cc1ccc(OCC(=O)Nc2nc(C)cc(C)n2)cc1	-5
C[C@H]1CN([C@@H](C)CO)C(=O)Cc2cc(NC(=O)Cn3cnnn3)ccc2O[C@@H]1CN(C)Cc1ccc(C(=O)O)cc1	8
CCc1ccccc1NC(=O)CCSc1nc2n[nH]c(C)c2c(=N)n1-c1cccc(Cl)c1	2
C[C@@H]1CN([C@@H](C)CO)C(=O)Cc2cc(NC(=O)Nc3cccc4ccccc34)ccc2O[C@@H]1CN(C)C	4
Cc1noc(C)c1NC(=O)Nc1ccc2c(c1)CC(=O)N([C@H](C)CO)C[C@@H](C)[C@@H](CN(C)Cc1ccc3c(c1)OCO3)O2	7
C[C@@H]1CN([C@@H](C)CO)C(=O)c2cc(NC(=O)Cn3cnnn3)ccc2O[C@@H]1CN(C)Cc1ccc(Cl)c(Cl)c1	-7
N#CCSc1nc2c(sc3ccccc32)c(=O)n1C1CCCCC1	157*
COc1ccc(OC)c(S(=O)(=O)Nc2ccc(C(N)=O)cc2)c1	0
c1ccc(COc2cccc(CNn3cnnc3)c2)cc1	-21
CC(C)c1ccc(NC(=O)CN(C)S(=O)(=O)c2ccccc2)cc1	-10
C[C@H]1CN([C@@H](C)CO)C(=O)Cc2cc(NC(=O)CCC(F)(F)F)ccc2O[C@H]1CN(C)CC1CCCCC1	99*
C[C@H](CO)N1C[C@H](C)[C@H](CN(C)C)Oc2ccc(NC(=O)CCCCCC(=O)Nc3ccccc3N)cc2C1=O	-12
CSc1ccc(C2N[C@@H](C(=O)O)C(C)(C)S2)cc1 (some centres not stated)	14
Cc1ccc(S(=O)(=O)N(C)C[C@@H]2Oc3ccc(NC(=O)Nc4cccc5ccccc45)cc3C(=O)N([C@@H](C)CO)C[C@H]2C)cc1	11
CNC[C@@H]1Oc2ccc(NC(=O)Nc3ccc(C(F)(F)F)cc3)cc2C(=O)N([C@@H](C)CO)C[C@@H]1C	-10
O=C(COc1ccc(C(=O)Nc2ccccc2Cl)cc1)Nc1cc(Cl)cc(Cl)c1	1
Cc1noc(C)c1S(=O)(=O)Nc1ccc2c(c1)C(=O)N([C@H](C)CO)C[C@H](C)[C@@H](CN(C)Cc1ccncc1)O2	2
O=C(CSc1nc2ccccc2o1)NCCOC12CC3CC(CC(C3)C1)C2	3
COc1ccccc1NC(=O)CSc1nc(-c2ccc(C)cc2)nc2c1COC(C)(C)C2	10
Cc1noc(C)c1NC(=O)N(C)C[C@H]1OCCCC[C@@H](C)Oc2ccc(NS(=O)(=O)c3c(C)noc3C)cc2C(=O)N([C@H](C)CO)C[C@@H]1C	-1
C[C@H](CO)N1C[C@H](C)[C@H](CN(C)Cc2ccc(C(F)(F)F)cc2)Oc2c(NC(=O)Nc3ccc(F)cc3)cccc2C1=O	4

Random excerpt: 2 records from the list, in no set order.
SMILES	ROS inducer
c1ccc(COc2cccc(CNn3cnnc3)c2)cc1	-21
Cc1noc(C)c1NC(=O)N(C)C[C@H]1OCCCC[C@@H](C)Oc2ccc(NS(=O)(=O)c3c(C)noc3C)cc2C(=O)N([C@H](C)CO)C[C@@H]1C	-1

(list continues)
SMILES	ROS inducer
CCOC(=O)c1cnc2ccc(OCC)cc2c1N1CCN(c2ccccc2)CC1	128*
Cc1nc(C(=O)/C=C/N(C)C)cs1	-9
C[C@H](CO)N1C[C@H](C)[C@H](CN(C)C(=O)Nc2cccc3ccccc23)Oc2ccc(NS(C)(=O)=O)cc2C1=O	6
COC(=O)[C@H]1[C@H]2C[C@H]3c4[nH]c5ccccc5c4CCN3C[C@H]2CC[C@@H]1O	16
C[C@H](CO)N1C[C@H](C)[C@@H](CN(C)S(=O)(=O)c2ccccc2)Oc2c(NS(=O)(=O)c3ccccc3)cccc2C1=O	0
CC(C#N)(Nc1ccccc1)c1ccc(F)cc1 (configuration not stated)	3
C[C@H](CO)N1C[C@H](C)[C@H](CN(C)S(=O)(=O)c2cccs2)Oc2c(NS(C)(=O)=O)cccc2C1=O	-6
Cc1nnc(Sc2ccc(/C=N/NC(=O)CCCCC(=O)NO)o2)n1C	14
COc1ccc(CCN=Cc2ccc3c(c2)OCO3)cc1OC	9
C[C@@H]1CN([C@@H](C)CO)C(=O)Cc2cc(NC(=O)Cc3cn(C)c4ccccc34)ccc2O[C@@H]1CN(C)Cc1ccc(C(F)(F)F)cc1	48
COc1ccc(NC(=O)N(C)C[C@@H]2Oc3ccc(NS(C)(=O)=O)cc3C(=O)N([C@@H](C)CO)C[C@@H]2C)cc1	-7
N#Cc1c(C(F)(F)F)cc(C2CC2)nc1SCCN1CCCCC1	38
N#Cc1cc(Br)ccc1N=C1CCCN1c1cccc(Cl)c1	8
O=C(Nc1ccccc1)Nc1csc2ccccc12	-9
C[C@@H]1CN([C@@H](C)CO)C(=O)c2cc(N(C)C)ccc2O[C@H]1CN(C)S(C)(=O)=O	-1

5 entries out of the list, sorted by molecular weight, high to low:
SMILES	ROS inducer
C[C@H](CO)N1C[C@H](C)[C@H](CN(C)C(=O)Nc2cccc3ccccc23)Oc2ccc(NS(C)(=O)=O)cc2C1=O	6
C[C@H](CO)N1C[C@H](C)[C@H](CN(C)S(=O)(=O)c2cccs2)Oc2c(NS(C)(=O)=O)cccc2C1=O	-6
Cc1nnc(Sc2ccc(/C=N/NC(=O)CCCCC(=O)NO)o2)n1C	14
COC(=O)[C@H]1[C@H]2C[C@H]3c4[nH]c5ccccc5c4CCN3C[C@H]2CC[C@@H]1O	16
Cc1nc(C(=O)/C=C/N(C)C)cs1	-9

(listing goes on)
SMILES	ROS inducer
C[C@@H]1CN([C@H](C)CO)C(=O)c2cccc(NC(=O)CCCCCC(=O)Nc3ccccc3N)c2O[C@@H]1CN(C)S(=O)(=O)c1cccs1	32
O=S(=O)(c1ccc(Br)cc1)N1CCCCCC1	5
CNC[C@H]1Oc2ccc(NC(=O)NC3CCCCC3)cc2C(=O)N([C@H](C)CO)C[C@@H]1C	4
C[C@@H]1CN([C@H](C)CO)C(=O)c2cc(NC(=O)Cc3cn(C)c4ccccc34)ccc2O[C@@H]1CN(C)C(=O)Nc1ccc(F)cc1	-3
C[C@H]1CN([C@@H](C)CO)C(=O)c2cc(NS(=O)(=O)c3ccccc3)ccc2O[C@H]1CN(C)Cc1ccc(C(F)(F)F)cc1	5
CC(=O)Nc1ccc2oc3ccccc3c2c1	-2
COc1ccc(S(=O)(=O)Nc2cccc3c2O[C@H](CN(C)Cc2ccccc2)[C@@H](C)CN([C@H](C)CO)C3=O)cc1	-3
Cc1noc(C)c1NC(=O)N(C)C[C@H]1Oc2ccc(NC(=O)Nc3ccc(F)cc3)cc2CC(=O)N([C@H](C)CO)C[C@H]1C	-11
C[C@H](CO)N1C[C@H](C)[C@H](CN(C)Cc2ccc(C(=O)O)cc2)Oc2ccc(NC(=O)c3ccncc3)cc2C1=O	15
C[C@@H]1CCCCO[C@@H](CN(C)S(=O)(=O)c2ccc(F)cc2)[C@@H](C)CN([C@H](C)CO)C(=O)c2cc(NC(=O)CCCCCC(=O)Nc3ccccc3N)ccc2O1	11
C[C@@H]1CCCCO[C@@H](CN(C)C(=O)Nc2ccc3c(c2)OCO3)[C@@H](C)CN([C@H](C)CO)C(=O)c2cc(NC(=O)Nc3ccccc3)ccc2O1	21
CCCn1c(-c2cccs2)n[nH]c1=O	-3
Cc1noc(C)c1NC(=O)Nc1cccc2c1O[C@H](CN(C)C(=O)Nc1ccc(C(F)(F)F)cc1)[C@@H](C)CN([C@H](C)CO)C2=O	-1
Cc1ccc(S(=O)(=O)N(C)C2CCCCC2)cc1-c1nnc2c3ccccc3c(C)nn12	35
C[C@@H]1CN([C@H](C)CO)C(=O)Cc2cc(N(C)C)ccc2O[C@@H]1CN(C)Cc1ccccc1	-20
CCN1/C(=C\C(=S)Nc2ccccc2)Sc2ccccc21	66
Cn1c(=O)cc(N2CCOCC2)c2c(=O)n(-c3ccccc3)c(=O)n(-c3ccccc3)c21	5
O=c1c2ccccc2oc2ccc(O)cc12	-10
Cc1ccc(OCC(=O)Nc2ccc3oc(-c4ccc(F)cc4Cl)nc3c2)cc1	-13
ONC=Nc1ccc2nnc(-c3ccccc3)n2n1	21
COc1ccc(CN(C)C[C@H]2Oc3ccc(NC(=O)Nc4ccc5c(c4)OCO5)cc3C(=O)N([C@H](C)CO)C[C@@H]2C)cc1	-2
CC(C)NC(=O)CCCn1c(=S)[nH]c2ccc(Br)cc2c1=O	1
COc1ccc(OC)c(NC(=O)CSc2nnnn2-c2ccccc2)c1	16
CCCCC[C@H](O)/C=C/[C@@H]1[C@H]2C/C(=C/CCCC(=O)O)C[C@H]2C[C@H]1O	1
C[C@H](CO)N1C[C@H](C)[C@@H](CN(C)CC2CCCCC2)Oc2c(NS(=O)(=O)c3ccc(Cl)cc3)cccc2C1=O	25
CCC(C)NC(=O)c1ccc(CS(=O)(=O)Cc2ccc(Cl)cc2)o1 (configuration not stated)	-14
Cc1ccc(S(=O)(=O)Nc2ccc3c(c2)CC(=O)N([C@@H](C)CO)C[C@@H](C)[C@@H](CN(C)S(=O)(=O)c2cn(C)cn2)O3)cc1	-2

Screening results from PubChem BioAssay.
